KOR beta-arrestin-1 = kappa opioid receptor activators – cell-based, luminescence, uHTS, primary screen (AID 1777); KOR beta-arrestin recruitment, luminescence; higher % means a stronger effect; activation, % at 10 µM; hits with a dose series show EC50 in µM; actives 0.02% (n = 280,000); in the data active = activation above about 50%, passing the limit was not always enough; also: a part of the inactive calls stands beside numbers as strong as those of hits
NOD1 NF-kB reporter = inhibition of NOD1-driven NF-kB reporter – cell-based, luminescence, uHTS, primary screen (AID 1578). NOD1-driven NF-kB luciferase reporter cells, luminescence; higher % means a stronger effect. inhibition, % at 4 µM; hits with a dose series show EC50 in µM. actives 1% (n = 290,000); in the data active = inhibition mostly above about 36%, no sharp cut-off; inactive = mostly below about 34%;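 also: HEK-293T reporter cells stimulated with the NOD1 agonist gamma-tri-DAP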
KOR beta-arrestin-2 = kappa opioid receptor blockers – cell-based, luminescence, uHTS (AID 1778) | KOR beta-arrestin recruitment, luminescence, antagonist mode; higher % means a stronger effect | inhibition, % at 10 µM, or IC50 in µM where a hit was titrated | actives 0.091% (n = 290,000); in the data active = inhibition above about 50%; also: strong numbers were not always called active
GPR55 LPI antagonism = GPR55 antagonists blocking LPI-driven arrestin recruitment, primary screen, imaging, U2OS, beta-arrestin-GFP, LPI agonist (AID 2013). U2OS GPR55 beta-arrestin-GFP translocation imaging, LPI antagonism; higher % means a stronger effect. one-dose inhibition, % at 10 µM; IC50 in µM for titrated hits. actives 0.13% (n = 290,000);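 active = spots per cell inhibited over 60%, with over 100 cells counted and total cytoplasm intensity under 500,000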;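 also: U2OS cells stably carrying GPR55 and arrestin-GFP stimulated by 5 µM LPI near EC80; imaged beta-arrestin-GFP aggregate spots per cell after agonist stimulation; plate controls were LPI-stimulated DMSO wells for no effect and DMSO wells without LPI for full effect; some results filed as inactive read as strong as hits; confirmed hits need IC50 under 10 µM and bright autofluorescent wells are also inconclusive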
NTR1 agonist = NTR1-driven beta-arrestin-GFP spot formation – imaging, U2OS cells, high content, primary screen (AID 493036); P30989; agonist mode; activation, % at 20 µM; actives 0.17% (n = 330,000);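 active = activation at or above 40% of the spot to cytoplasm intensity ratio, with at least 20 cells analyzed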;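 also: 0% = DMSO without peptide and 100% = 100 nM NTR1 peptide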
Target sequence (P30989 whole entry, looked up): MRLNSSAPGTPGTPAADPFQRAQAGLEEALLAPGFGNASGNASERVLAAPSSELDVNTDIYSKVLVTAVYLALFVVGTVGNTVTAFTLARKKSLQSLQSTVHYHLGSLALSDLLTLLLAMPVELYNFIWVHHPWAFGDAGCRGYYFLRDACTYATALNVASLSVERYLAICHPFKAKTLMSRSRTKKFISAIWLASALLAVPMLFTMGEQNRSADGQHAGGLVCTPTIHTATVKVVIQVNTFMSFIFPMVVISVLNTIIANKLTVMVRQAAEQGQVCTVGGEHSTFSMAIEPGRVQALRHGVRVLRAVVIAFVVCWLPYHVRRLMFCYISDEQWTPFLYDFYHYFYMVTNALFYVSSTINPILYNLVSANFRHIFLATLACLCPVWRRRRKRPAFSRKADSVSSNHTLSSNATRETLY
MgcRacGAP inhibition = MgcRacGAP GTPase-activating activity inhibitors, confirmation, biochemical, ADP Hunter fluorescence; MgcRacGAP-stimulated Rac1 GTP hydrolysis, ADP Hunter fluorescence; higher % means a stronger effect; GST-tagged Rac1 F28L mutant substrate; one-dose inhibition, % at 30 µM; IC50 in µM for titrated hits; actives 0.6% (n = 340,000);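 active = first-screen hits whose inhibition reached a set limit at any dose in the follow-up dose series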;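 also: fluorescence reports GDP produced by GAP-driven GTP hydrolysis; strong numbers were not always called active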
GPR35 arrestin U2OS = inhibition of zaprinast-stimulated GPR35 beta-arrestin translocation – imaging, U2OS, beta-arrestin-GFP, zaprinast agonist, primary screen (AID 2058) | U2OS GPR35 beta-arrestin-GFP translocation imaging, zaprinast antagonism; higher % means a stronger effect | one-dose inhibition, % at 10 µM; IC50 in µM for titrated hits | actives 0.052% (n = 290,000);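 active = inhibition of at least 50% with at least 30 cells and total cytoplasm GFP at most 10,000,000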
GPR55 activation = GPR55 agonists via beta-arrestin recruitment, primary screen, imaging, U2OS cells, beta-arrestin-GFP redistribution (AID 1961). actives 0.048% (n = 290,000). U2OS GPR55 beta-arrestin-GFP redistribution imaging; higher % means a stronger effect. one-dose activation, % at 10 µM; EC50 in µM for titrated hits;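 active = activation above 40% with more than 50 cells counted in the well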;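 also: U2OS osteosarcoma cells stably expressing GPR55 and beta-arrestin-GFP; plate controls were DMSO negative control for no effect and LPI positive control for full effect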
UTI89 phage lysis = protection from phage-mediated lysis, alamar blue read-out – E. coli UTI89, K1F phage, bacterial capsule biogenesis inhibitors (AID 488966); E. coli UTI89 K1F phage lysis, alamar blue, 2 h; higher % means a stronger effect; inhibition, % at 100 µM, or IC50 in µM where a hit was titrated; actives 0.02% (n = 340,000);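 active = phage lysis inhibition, versus mean bacterial control, above a set limit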;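 also: capsule biogenesis inhibitors block K1F phage lysis so surviving cells raise fluorescence; higher fluorescence means more inhibition of phage lysis; actives were called in the ten point dose series up to 300 µM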
NTR1 agonist cell count 20 µM = recorded beside NTR1 agonist, whose call it bears; cell count; measured here: cell count, cytotoxicity flag
* marks the source's active call; other numbers are inactive results; x = not tested or not shown; [ ] = dose if it differs, or a comment.

SMILES | KOR beta-arrestin-1 | NOD1 NF-kB reporter | KOR beta-arrestin-2 | GPR55 LPI antagonism | NTR1 agonist | NTR1 agonist cell count 20 µM | MgcRacGAP inhibition | GPR35 arrestin U2OS | GPR55 activation | UTI89 phage lysis
COc1ccc(S(=O)(=O)Oc2ccc3ccccc3c2)cc1 | 5.6% | -50% | -20% | -8% | 3.7 | 42 | 4% | -14% | 0.2% | 1.7%
COc1cc(C(=O)NCCN2CCN(C(=O)c3cc(OC)c(OC)c(OC)c3)CC2)cc(OC)c1OC | -1.2% | -26% | 3% | 6% | -0.4 | 63 | 1% | -2% | -0.1% | 1.4%[50 µM]
Cc1ccc(NCC(=O)N/N=C\c2ccc([N+](=O)[O-])o2)cc1 | 16% | x | -14% | 18% | 1.0 | 54 | 3% | -7% | -0.1% | -10%
Cc1ccc(OCCn2ccc(=O)[nH]c2=O)cc1C | 0.1% | -26% | 14% | 18% | -1.1 | 89 | 7% | 12% | 0.0% | 0.1%
O=C(Nc1ccc(F)cc1F)Nc1sccc1-c1nc2ccccc2s1 | -3.9% | -2% | 21% | 17% | 6.0 | 57 | 12% | -3% | -0.2% | 0.8%
COCCSc1nc2sc3c(c2c(=O)n1-c1ccccc1)CCN(C)C3 | 7.1% | 17% | -33% | 5% | 1.2 | 45 | 14% | -14% | 0.2% | 0.2%
COc1ccc(N2CCN(C(=O)CSc3ccc([N+](=O)[O-])cc3)CC2)cc1 | -10% | -24% | -7% | 11% | 0.8 | 54 | 19% | -6% | -0.1% | -2.0%
S=C(NCCSCc1ccc(Cl)cc1Cl)Nc1ccccc1 | 3.3% | 7% | -12% | -5% | 9.9 | 68 | -1% | 3% | 0.5% | 2.0%
CCOC(=O)c1nn(-c2ccc(C)cc2)cc1O | -4.8% | -30% | 15% | 7% | 0.0 | 50 | 10% | 21% | 0.2% | 0.1%
COC(=O)c1c(N2C(=O)[C@H]3[C@@H](C2=O)[C@]2(C(=O)Nc4ccc(C)cc42)N2CCC[C@@H]32)sc(C)c1C | 34% | -13% | 7% | 6% | 1.9 | 26 | x | 3% | -0.4% | x
C[C@@H]1C[C@H]2[C@@H]3CCC4=CC(=O)C=C[C@]4(C)[C@@]3(F)[C@@H](O)C[C@]2(C)[C@@]1(O)C(=O)COP(=O)(O)O | -1.7% | 36% | 5% | 13% | 3.3 | 48 | 3% | 25% | 0.1% | 0.8%
CC(=O)Nc1ccc(Nc2ncnc3c2cnn3-c2cccc(C)c2)cc1 | 0.5% | -30% | -16% | 6% | 1.1 | 76 | 4% | -9% | -0.1% | 1.1%
Cc1ccc(S(=O)(=O)N2CCSC2)cc1C | 1.2% | -10% | 10% | 10% | -0.8 | 38 | 13% | -9% | 0.1% | 0.8%
CCC(=O)c1cn(CC(=O)Nc2ccc(C)cc2)c2ccccc12 | -1.2% | 3% | -8%[20 µM] | -2% | 0.1 | 58 | 13% | 8% | -0.2% | 0.2%
CC(C)N1CCc2c(sc(NC(=O)c3ccc(S(=O)(=O)N4CCCCC4C)cc3)c2C(N)=O)C1 (stereo not given) | 1.5% | -8% | 6% | 33% | 0.7 | 56 | 3% | 2% | 0.4% | -0.1%[50 µM]
COCCCNC(=O)c1ccc(CS(=O)(=O)c2ccc(OC)cc2)o1 | -2.0% | x | 18% | 17% | 1.5 | 53 | 10% | -2% | -0.1% | 2.0%
Cc1nc(-c2cccc(NC(=O)c3ccc(Br)o3)c2)cs1 | -4.7% | -32% | 26% | 4% | 0.3 | 70 | 6% | -14% | -0.1% | -0.3%
CC(CCN1CCN(c2ccccn2)CC1)c1ccccc1 (stereo not given) | -4.2% | -8% | -17%[20 µM] | 2% | 0.5 | 49 | 26% | -7% | 0.6% | 0.2%
Cc1cc(C)c(S(=O)(=O)N2CCN(C)CC2)c(C)c1 | 0.0% | -1% | -2% | 1% | 0.5 | 54 | 3% | -10% | -0.2% | 1.1%
CCC1=C(c2ccc(C)cc2)S(=O)(=O)N=C1N1CCC(C(=O)NCCCN2CCCCC2C)CC1 (stereo not given) | -1.6% | -27% | -2% | 2% | -1.5 | 63 | 9% | 47% | -0.3% | 0.2%
Cc1ccc(NC2CCCCC2NS(=O)(=O)c2ccccc2)c(C)c1 (stereo not given) | 0.9% | 1% | -2% | 9% | 8.9 | 57 | 17% | 7% | 0.2% | 0.1%
CN(C)CCN(C(=O)c1ccc(C(=O)c2ccccc2)cc1)c1nc2cc3c(cc2s1)OCCO3 | 0.9% | -8% | -21% | 17% | -0.2 | 63 | 9% | 1% | 1.9% | 1.6%[50 µM]
COc1cc(NC(=O)C2CCCC2)c(OC)cc1Cl | 1.6% | 7% | 8% | 4% | -2.3 | 133 | 5% | 7% | -0.3% | 2.3%
Cc1ccccc1CS(=O)(=O)Cc1ccc(C(=O)NCCc2ccccc2)o1 | 1.9% | -15% | 0% | 19% | -0.2 | 57 | 0% | -11% | -0.1% | 0.1%
CCOC(=O)Nc1cc(C(=O)OCC)c(C)nc1C | 2.3% | -22% | -20% | 2% | 0.9 | 33 | -3% | 10% | 0.3% | -0.4%

Random excerpt: 5 compounds from above.
SMILES | KOR beta-arrestin-1 | NOD1 NF-kB reporter | KOR beta-arrestin-2 | GPR55 LPI antagonism | NTR1 agonist | NTR1 agonist cell count 20 µM | MgcRacGAP inhibition | GPR35 arrestin U2OS | GPR55 activation | UTI89 phage lysis
COc1ccc(N2CCN(C(=O)CSc3ccc([N+](=O)[O-])cc3)CC2)cc1 | -10% | -24% | -7% | 11% | 0.8 | 54 | 19% | -6% | -0.1% | -2.0%
CC(=O)Nc1ccc(Nc2ncnc3c2cnn3-c2cccc(C)c2)cc1 | 0.5% | -30% | -16% | 6% | 1.1 | 76 | 4% | -9% | -0.1% | 1.1%
CC(CCN1CCN(c2ccccn2)CC1)c1ccccc1 (stereo not given) | -4.2% | -8% | -17%[20 µM] | 2% | 0.5 | 49 | 26% | -7% | 0.6% | 0.2%
C[C@@H]1C[C@H]2[C@@H]3CCC4=CC(=O)C=C[C@]4(C)[C@@]3(F)[C@@H](O)C[C@]2(C)[C@@]1(O)C(=O)COP(=O)(O)O | -1.7% | 36% | 5% | 13% | 3.3 | 48 | 3% | 25% | 0.1% | 0.8%
COc1cc(NC(=O)C2CCCC2)c(OC)cc1Cl | 1.6% | 7% | 8% | 4% | -2.3 | 133 | 5% | 7% | -0.3% | 2.3%

Continuation.
SMILES | KOR beta-arrestin-1 | NOD1 NF-kB reporter | KOR beta-arrestin-2 | GPR55 LPI antagonism | NTR1 agonist | NTR1 agonist cell count 20 µM | MgcRacGAP inhibition | GPR35 arrestin U2OS | GPR55 activation | UTI89 phage lysis
Cc1ccc(C)c(N2CCN(C(=O)C3CCCN(c4ncnc5c4nc4n5CCCCC4)C3)CC2)c1 (stereo not given) | 0.5% | -7% | -16% | 3% | 20 | 55 | 8% | -16% | -0.1% | 0.2%
C/C(=N\NC(=O)c1c[nH]c2ccccc12)c1ccc2c(c1)OCO2 | 2.1% | -48% | 7% | -26% | 2.2 | 92 | 13% | 23% | -0.5% | 0.1%
CCN(C(=O)COC(=O)c1ccc(OC)c(S(=O)(=O)N2CCCc3ccccc32)c1)C1CCS(=O)(=O)C1 (stereo not given) | -3.9% | 0% | 8% | 9% | -0.4 | 49 | -1% | 3% | 0.2% | -0.3%
CC(=O)Nc1ccc(S(=O)(=O)NC2Cc3ccccc3C2)cc1 | -2.3% | -1% | -12% | -7% | 1.0 | 100 | 1% | 6% | -0.1% | -0.2%
COC(=O)C1=C(C)Nc2nc3ccccc3n2C1c1ccccc1F (stereo not given) | 2.3% | -7% | -14% | -6% | 1.0 | 45 | x | -12% | -0.3% | x
Cn1nc(-c2ccc(N3CCN(CCO)CC3)c([N+](=O)[O-])c2)c2ccccc2c1=O | x | -13% | -62%[20 µM] | -6% | -0.5 | 71 | 8% | -8% | -0.1% | 0.1%
Cc1ccc(NS(=O)(=O)c2cc(C(=O)N3CCc4ccccc4C3)ccc2Cl)cc1 | 6.7% | x | -17% | 9% | 6.0 | 51 | -4% | 5% | 0.9% | 6.4%
COc1ccc(-c2ccnc3c(C(=O)O)cnn23)cc1 | 0.9% | -26% | 2% | 10% | -0.1 | 45 | 2% | -7% | 0.7% | -0.7%
Nc1nonc1-c1nc2ccccc2n1CC(=O)N/N=C/c1ccc(-c2ccccc2C(=O)O)o1 | x | -23% | x | -3% | 4.9 | 40 | 11% | -11% | 0.5% | -1.2%
Cc1cc(C)n(CCNC(=O)CCc2nnc(CCc3ccccc3)o2)n1 | x | -28% | -12%[20 µM] | 12% | -0.1 | 83 | 6% | 3% | -0.1% | 0.2%
COc1ccccc1S(=O)(=O)Nc1ccc2cn[nH]c2c1 | 11% | -16% | -39% | 11% | 3.1 | 59 | -2% | -4% | 0.1% | 1.0%[50 µM]
Cc1nc2c(cc1N)nc(C)n2Cc1ccccc1 | -4.1% | -12% | -32%[20 µM] | -2% | 0.2 | 68 | 9% | 25% | 0.8% | 0.2%
Cc1ccccc1Cn1c(CN2CCN(c3ccc(F)cc3)CC2)nc2c1c(=O)n(C)c(=O)n2C | -0.1% | -5% | 33% | 1% | 4.4 | 50 | x | -10% | -0.1% | x
Cc1cc(CNCc2c(C(=O)N(C)Cc3ccccc3)nc3ccccn23)nn1C | -3.2% | -25% | 6% | 2% | -2.5 | 104 | 5% | 3% | 0.2% | 0.1%
CCSc1nc(N)c2c3c(sc2n1)CCC3 | -6.1% | -36% | -37% | 0% | 0.9 | 55 | 13% | 10% | -0.2% | 0.2%
Cc1cc(N2CCC(C(=O)NC3CC3)CC2)nc(-c2ccccc2)n1 | -2.3% | -13% | -16% | -3% | -1.3 | 55 | 6% | 6% | -0.2% | 14%
O=C(NNS(=O)(=O)c1ccccc1)c1ccccc1-n1cccc1 | 6.3% | -10% | -32% | 0% | 1.6 | 89 | 4% | 6% | -0.1% | 0.1%
O=C(CN1C(=O)c2ccc([N+](=O)[O-])cc2C1=O)NCc1ccco1 | -1.5% | -34% | -4% | 0% | -1.3 | 36 | 5% | -10% | 0.1% | -0.3%
O=[N+]([O-])c1[nH]cnc1/C=C/c1ccccc1 | -4.3% | -2% | 13% | 7% | -0.3 | 59 | -1% | -2% | -0.1% | 0.3%
CCOC(=O)C(=CNc1cc(C)nn1-c1ccc(C)cc1)C(=O)OCC | 1.0% | 32% | 8% | -4% | -3.6 | 12 | 0% | -15% | -0.1% | 4.5%
CC(C)N(C1=CC(=O)OC12CCCCC2)C(C)C | -4.0% | -6% | 12% | 11% | 1.5 | 62 | 9% | 1% | -0.1% | 0.2%

High-throughput results (PubChem)

An excerpt (hit frequency here may not be typical).
